SMN2 splice up: increases expression of the SMN2 splice variant; HEK293 SMN2-luciferase splicing reporter, luminescence, 30-36 h; Potency, µM (titrated, usually from 46.1 µM), for the others: top-dose activity change, positive = activation, usual class: activators; 210,000 compounds, 2.8% hits; AID 1458; further: % of control where 0% means no effect; nearly all actives have a fitted effect of over 55% in size
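HEK293 cells carry an SMN2 minigene-luciferase reporter in which exon 7 inclusion puts luciferase in frame. Cells were seeded at 2000 cells/well, attached for 10-12 hours, then exposed to compounds for 30-36 hours at 37C before ONE-Glo luminescence.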
GoLoco inh red: inhibitors of human Gai1-RGS12 GoLoco interaction (red fluorophore); P63096; Gai1:RGS12 GoLoco peptide FP, rhodamine, 10 min; Potency, µM (series often up to 61.6 µM), without a hit: at the highest dose activity, negative = inhibition, usual class: inhibitors; 230,000 compounds, 0.44% hits; AID 880; active means well fitted inhibition curve with a large enough effect, not every such curve was filed as active; inactive means no such curve, though single readings can be large or run the other way; further: on the % scale 0 is the no-effect control and ±100 the full control effect; nearly all actives have a fitted effect of over 30% in size; many of its hits are not listed in these tables
Target sequence (P63096 whole entry, looked up): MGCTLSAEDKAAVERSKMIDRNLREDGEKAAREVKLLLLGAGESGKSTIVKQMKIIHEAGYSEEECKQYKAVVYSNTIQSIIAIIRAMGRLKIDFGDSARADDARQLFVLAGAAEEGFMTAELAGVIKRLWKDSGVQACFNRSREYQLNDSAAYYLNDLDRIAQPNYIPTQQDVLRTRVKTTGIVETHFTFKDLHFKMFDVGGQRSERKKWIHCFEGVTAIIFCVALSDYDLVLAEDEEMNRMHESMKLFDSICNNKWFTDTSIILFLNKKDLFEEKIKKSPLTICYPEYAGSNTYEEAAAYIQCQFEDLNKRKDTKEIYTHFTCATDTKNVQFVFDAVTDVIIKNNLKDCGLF
ALDH1A1 inh: inhibitors of human aldehyde dehydrogenase 1A1 | 220,000 compounds, 7.3% hits | Purified ALDH1A1, NADH fluorescence, propionaldehyde substrate | Potency, µM (series often up to 75.3 µM), inactives show at the highest dose activity, negative = inhibition, most hits filed as inhibitors; active means well fitted inhibition curve with a large enough effect, not every such curve was filed as active; inconclusive means small, poorly fitted or top-dose-only effect, or another doubt; inactive means no such curve, though single readings can be large or run the other way;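 further: plate controls were no enzyme wells and a reference inhibitor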
GAA inh: blocks human lysosomal alpha-glucosidase. Potency, µM (series often up to 76.9 µM), without a hit: at the top dose activity change, negative = inhibition, most hits filed as inhibitors. P10253. 200,000 compounds, 0.005% hits. purified human GAA, 4-MU-alpha-glucoside fluorescence;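 further: plate controls were uninhibited enzyme wells for no effect and no-enzyme background for full effect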
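Human alpha-glucosidase, 4 nM, pre-mixed with test compounds before 400 uM 4-methylumbelliferyl substrate; 20 min room temperature at pH 5.0. Fluorescence read after pH 10 stop; AC50 values from Hill-equation fits.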
JMJD2E inh: blocks human JMJD2E demethylase activity; JMJD2E catalytic domain, FDH-coupled NADH fluorescence (FDH is formaldehyde dehydrogenase); 230,000 compounds, 1.6% hits; Potency, µM (highest dose often 57.1 µM), inactives show top-dose activity change, negative = inhibition, actives largely listed as inhibitors; AID 2147; active means well fitted inhibition curve with a large enough effect, not every such curve was filed as active; inconclusive means small, poorly fitted or top-dose-only effect, or another doubt; inactive means no such curve, though single readings can be large or run the other way;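 further: 0% = wells with enzyme and -100% = buffer wells without enzyme; nearly all actives have a fitted effect of over 50% in size; many of its hits are not listed in these tables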
Target sequence (B2RXH2 1-337 limits assumed): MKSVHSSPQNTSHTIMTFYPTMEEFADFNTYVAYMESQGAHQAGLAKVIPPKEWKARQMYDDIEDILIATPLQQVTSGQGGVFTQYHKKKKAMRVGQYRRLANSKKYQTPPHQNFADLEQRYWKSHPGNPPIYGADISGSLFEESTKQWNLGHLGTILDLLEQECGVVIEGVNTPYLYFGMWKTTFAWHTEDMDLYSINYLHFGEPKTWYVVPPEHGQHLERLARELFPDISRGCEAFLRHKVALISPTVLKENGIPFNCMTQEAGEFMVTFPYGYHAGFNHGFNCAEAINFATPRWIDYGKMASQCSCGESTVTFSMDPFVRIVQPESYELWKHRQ
GAA glycogen mod: GAA glycogen-cleavage inhibition or activation. recombinant GAA, glycogen substrate, Amplex Red glucose oxidase fluorescence. 300,000 compounds, 0.38% hits. Potency, µM (series often up to 76.4 µM), inactives show top-dose activity change, negative = inhibition, usual class: inhibitors;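 further: 0% = full enzyme reaction and -100% = no-enzyme basal signal; the screen sought inhibitors and activators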
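Recombinant human alpha-glucosidase (4 nM final) hydrolysed bovine liver glycogen (30 ug) for 40 min at 37 C in pH 5.0 citrate/phosphate with 0.01% Tween-20. Released glucose detected by glucose oxidase/Amplex Red, Ex 573/Em 610 nm. Compounds up to 77 uM; AC50 from Hill fits.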
GLA spleen mod: inhibitors or activators of human alpha-galactosidase in spleen homogenate | AID 2107 | human spleen homogenate, 4MU-alpha-Gal fluorescence, 40 min | P06280 | 240,000 compounds, 0.008% hits | Potency, µM (doses to about 80 µM), inactives show at the highest dose activity change, negative = inhibition, most hits filed as inhibitors;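 further: 0% = enzyme with vehicle and -100% = no enzyme basal signal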
Target sequence (P06280 32-429 limits assumed): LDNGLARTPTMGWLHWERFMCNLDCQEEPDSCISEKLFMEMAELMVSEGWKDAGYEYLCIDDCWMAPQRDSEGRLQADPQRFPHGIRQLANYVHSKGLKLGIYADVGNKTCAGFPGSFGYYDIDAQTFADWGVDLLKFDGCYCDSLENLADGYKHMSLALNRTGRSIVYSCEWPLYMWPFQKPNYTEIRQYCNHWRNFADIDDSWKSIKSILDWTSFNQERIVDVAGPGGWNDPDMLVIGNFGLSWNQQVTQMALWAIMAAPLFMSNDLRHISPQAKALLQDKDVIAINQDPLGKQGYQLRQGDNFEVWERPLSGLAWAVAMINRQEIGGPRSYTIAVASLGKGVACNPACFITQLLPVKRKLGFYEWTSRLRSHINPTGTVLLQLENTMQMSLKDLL
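Spleen homogenate 1 ug + cpd (titration) + 4-MU-alpha-D-galactopyranoside 1 mM; 37C 40 min; 50 mM citrate/phosphate pH 5.0, 0.01% Tween-20; stop pH 10; fluorescence 365/440; AC50 via Hill.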
aGlu spleen mod: inhibitors or activators of human alpha-glucosidase in spleen homogenate. P10253. human spleen homogenate, 4-MU-alpha-glucoside fluorescence. Potency, µM (doses to about 79.9 µM), inactives show at the top dose activity change, negative = inhibition, usual class: inhibitors. 240,000 compounds, 0.006% hits. AID 2112;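 further: 0% = enzyme with vehicle and -100% = no enzyme basal signal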
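Human spleen homogenate (1 ug) incubated with compounds and 1 mM 4-methylumbelliferyl-alpha-D-glucopyranoside in pH 5.0 citrate/phosphate buffer, 37 C, 40 min. Stopped at pH 10; 4-MU fluorescence (Ex 365/Em 440 nm); AC50 by Hill fit.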
An asterisk follows results filed as active; & = joins results of further samples; [ ] = dose if it differs, or a comment. Unless noted, the call rests on the fitted dose curve; in most records, active means well fitted curve in the direction sought with a large enough effect; inconclusive means small, poorly fitted or top-dose-only effect, or another doubt; inactive means no such curve, though single readings can be large; an effect the other way counts as inactive or inconclusive. Potency means the concentration at half of the fitted maximal effect. Not all compounds are listed, so the mix of outcomes need not match the whole.

What do the screens show for `COc1ccc(-c2nc3ccc([N+](=O)[O-])cc3[nH]2)cc1`?
SMN2 splice up: 1µM*; GoLoco inh red: 15.2%; ALDH1A1 inh: -18.2%; GAA inh: inconclusive; JMJD2E inh: 8.4%; GAA glycogen mod: -5.1%; GLA spleen mod: 3.5%; aGlu spleen mod: -6.0%

Results for O=C(c1nnc(Cc2ccc(Cl)cc2)o1)N1CCc2ccccc2C1 ?
SMN2 splice up: -21.1%; GoLoco inh red: -2.2%; ALDH1A1 inh: inconclusive; GAA inh: 0.2%; JMJD2E inh: -17.1%; GAA glycogen mod: 7.8%; GLA spleen mod: -7.1%; aGlu spleen mod: 11.6%

What do the screens show for `O=C(NCCCn1ccnc1)C(=O)c1c[nH]c2ccccc12`?
SMN2 splice up: 8.0%; GoLoco inh red: -2.1%; ALDH1A1 inh: 2.9%; GAA inh: -10.7%; JMJD2E inh: 7.0%; GAA glycogen mod: 17.5%; GLA spleen mod: 1.1%; aGlu spleen mod: -3.0%

How did Cc1ccc(S(=O)(=O)c2c(COC(=O)c3ccccc3Cl)c(-c3ccccc3)nn2C)cc1 do in these assays?
SMN2 splice up: -15.4%; GoLoco inh red: 3.3%; ALDH1A1 inh: -9.3%; GAA inh: -9.3%; JMJD2E inh: 12.8%; GAA glycogen mod: -0.1%; GLA spleen mod: 1.5%; aGlu spleen mod: -2.8%

What do the screens show for `Cc1onc(-c2c(Cl)cccc2Cl)c1C(=O)c1c[nH]c(C(=O)NCCCN2CCOCC2)c1`?
SMN2 splice up: -20.0%; GoLoco inh red: -33.1%; ALDH1A1 inh: inconclusive; GAA inh: 6.2%; JMJD2E inh: 0.2%; GAA glycogen mod: 14.9%; GLA spleen mod: -22.6%; aGlu spleen mod: -8.6%

What do the screens show for `CC(C)(C)C(=O)Oc1ccc2cc(-c3ccc4ccccc4n3)c(=O)oc2c1`?
SMN2 splice up: 14.1µM*; GoLoco inh red: 11.5%; ALDH1A1 inh: inconclusive; GAA inh: 10.2%; JMJD2E inh: inconclusive; GAA glycogen mod: -7.4%; GLA spleen mod: 9.1%; aGlu spleen mod: 3.0%

How did COc1ccc(O)c(-c2c(-c3ccc(Cl)cc3)n[nH]c2C)c1 do in these assays?
SMN2 splice up: -5.6%; GoLoco inh red: -3.4%; ALDH1A1 inh: -1.4%; GAA inh: -8.4%; JMJD2E inh: -5.1%; GAA glycogen mod: 10µM*; GLA spleen mod: -5.0%; aGlu spleen mod: 0.8%

What do the screens show for `CCSc1ccc(-c2cccc([N+](=O)[O-])c2)nn1`?
SMN2 splice up: inconclusive; GoLoco inh red: -3.6%; ALDH1A1 inh: inconclusive; GAA inh: -6.9%; JMJD2E inh: 0.0%; GAA glycogen mod: 7.0%; GLA spleen mod: -2.6%; aGlu spleen mod: 1.6%

What do the screens show for `Cc1ccc(S(=O)(=O)Nc2ccc(N(C)C)cc2)cc1`?
SMN2 splice up: -9.1%; GoLoco inh red: 26.5%; ALDH1A1 inh: inconclusive; GAA inh: -4.8%; JMJD2E inh: -9.9%; GAA glycogen mod: -6.0%; GLA spleen mod: -1.7%; aGlu spleen mod: 1.3%

What do the screens show for `Cc1ccc(C)c(Cn2c(CN(C)Cc3ccccc3)nc3c2c(=O)n(C)c(=O)n3C)c1`?
SMN2 splice up: 3.8%; GoLoco inh red: 2.8%; ALDH1A1 inh: inconclusive; GAA inh: inconclusive; JMJD2E inh: -6.7%; GAA glycogen mod: -3.7%; GLA spleen mod: 10.2%; aGlu spleen mod: -2.5%

How did O=C(CSc1ccccc1C(=O)O)NC1CCCCCC1 do in these assays?
GoLoco inh red: 2.7%; JMJD2E inh: 2.7%; GAA glycogen mod: 4.6%; GLA spleen mod: 8.9%; aGlu spleen mod: 4.9%

How did O=C(c1c(O)c2ccc(Cl)cc2[nH]c1=O)C1CC1 do in these assays?
SMN2 splice up: -7.6%; GoLoco inh red: 6.8%&3.0%; ALDH1A1 inh: 1.1%; JMJD2E inh: 7.3%; GLA spleen mod: -15.6%&5.3%; aGlu spleen mod: -4.3%&-2.2%

How did Cc1ccc(S(=O)(=O)N2CCN(C(=O)CSc3nnc(-c4ccco4)o3)CC2)cc1 do in these assays?
SMN2 splice up: -15.2%; GoLoco inh red: 0.1%; ALDH1A1 inh: -14.1%; GAA inh: inconclusive; JMJD2E inh: 2.3%; GAA glycogen mod: -12.0%; GLA spleen mod: 3.6%; aGlu spleen mod: 0.6%

Results for Cc1ccc(SCCNC(=S)Nc2ccc(C)cc2C)cc1 ?
SMN2 splice up: -7.4%; GoLoco inh red: -11.6%; ALDH1A1 inh: -15.6%; GAA inh: 6.6%; JMJD2E inh: -6.7%; GAA glycogen mod: -8.2%; GLA spleen mod: -2.0%; aGlu spleen mod: 6.9%

Results for CC(NC(=O)c1csc2ccccc12)C1CCCO1 (configuration not stated) ?
SMN2 splice up: 15.5%; GoLoco inh red: 11.0%; ALDH1A1 inh: -8.3%; GAA inh: -0.9%; JMJD2E inh: 5.9%; GAA glycogen mod: -5.0%; GLA spleen mod: 0.2%; aGlu spleen mod: -6.0%

What do the screens show for `Cc1c(N)cccc1-c1nc2ccccc2[nH]1`?
SMN2 splice up: 10µM*; GoLoco inh red: 2.2%; ALDH1A1 inh: -4.2%; GAA inh: 0.2%; JMJD2E inh: 2.8%; GAA glycogen mod: -2.8%; GLA spleen mod: -3.8%; aGlu spleen mod: -6.9%

How did CCC/C=C(\CCC)C(NC(=O)Cc1ccccc1)c1ccc(C(=O)OC)cc1 (configuration not stated) do in these assays?
SMN2 splice up: -13.8%&-11.0%; GoLoco inh red: -3.9%&-3.8%; ALDH1A1 inh: 1.0%&-10.3%; GAA inh: inconclusive; JMJD2E inh: -1.2%&-21.2%; GAA glycogen mod: -6.4%; GLA spleen mod: 2.0%&15.1%; aGlu spleen mod: -10.2%&3.7%

How did O=C(Cc1cccs1)NCCSc1c(-c2ccc(Cl)cc2)[nH]c2ccccc12 do in these assays?
SMN2 splice up: -60.7%[inhibitor]; GoLoco inh red: 5.8%; ALDH1A1 inh: inconclusive; GAA inh: -1.3%[15.4 µM]; JMJD2E inh: inconclusive; GAA glycogen mod: -5.6%; GLA spleen mod: 0.8%; aGlu spleen mod: -1.9%

How did CCOC(=O)/C=C/C(=O)Nc1ccccc1C(=O)NC1CCCCC1 do in these assays?
SMN2 splice up: 12.8%; GoLoco inh red: 18.8%; ALDH1A1 inh: 6.6%; GAA inh: 3.0%; JMJD2E inh: 0.3%; GAA glycogen mod: 2.8%; GLA spleen mod: 3.7%; aGlu spleen mod: 4.4%

How did CC1CC(C)CN(S(=O)(=O)c2cccc(C(=O)N3C(=O)c4cccc(N)c4C3=O)c2)C1 (configuration not stated) do in these assays?
SMN2 splice up: -2.0%; GoLoco inh red: 3.8%; ALDH1A1 inh: -10.9%; GAA inh: -5.0%; JMJD2E inh: inconclusive; GAA glycogen mod: 0.6%; GLA spleen mod: 9.7%; aGlu spleen mod: 5.5%

How did Cc1cc(Br)ccc1NC(=S)Nc1cccc([N+](=O)[O-])c1 do in these assays?
ALDH1A1 inh: inconclusive; GAA inh: -0.4%; JMJD2E inh: -12.2%; GAA glycogen mod: -2.6%; GLA spleen mod: -4.9%; aGlu spleen mod: -4.9%

Results for OC(CN1CCN(c2ccccc2)CC1)c1c[nH]c2ccccc12 (configuration not stated) ?
SMN2 splice up: -4.4%; GoLoco inh red: -1.2%; ALDH1A1 inh: 1.3%; GAA inh: -12.1%; JMJD2E inh: 2.3%; GAA glycogen mod: -14.6%; GLA spleen mod: 7.4%; aGlu spleen mod: 1.4%

What do the screens show for `COC(=O)c1cn(C(=O)c2cc(C)cc(C)c2)c2ccccc12`?
SMN2 splice up: 16.1%; GoLoco inh red: -2.7%; ALDH1A1 inh: 4.8%; GAA inh: 0.5%; JMJD2E inh: 1.1%; GAA glycogen mod: -13.9%; GLA spleen mod: -1.5%; aGlu spleen mod: -9.4%

What do the screens show for `CCNC(=O)Nc1ccc(OC)cc1OC`?
SMN2 splice up: -7.1%; GoLoco inh red: 6.7%; ALDH1A1 inh: 7.6%; GAA inh: 4.6%; JMJD2E inh: 3.0%; GAA glycogen mod: -1.6%; GLA spleen mod: 10.6%; aGlu spleen mod: 7.1%

Results for Cc1ccccc1NC(=S)N(Cc1cccnc1)Cc1ccco1 ?
SMN2 splice up: -4.3%; GoLoco inh red: 4.0%; ALDH1A1 inh: -1.0%; GAA inh: -4.7%; JMJD2E inh: 17.7%; GAA glycogen mod: 8.6%; GLA spleen mod: 1.8%; aGlu spleen mod: 1.7%

How did COc1ccc(-c2cc(C(=O)N/N=C/c3sccc3C)c3ccccc3n2)c(OC)c1 do in these assays?
SMN2 splice up: inconclusive; GoLoco inh red: 7.3%; ALDH1A1 inh: 95.8%[activator]; GAA inh: -13.3%; JMJD2E inh: inconclusive; GAA glycogen mod: 12.9%; GLA spleen mod: 11.8%; aGlu spleen mod: 2.6%

How did O=C(NCC(c1ccco1)N1CCCC1)c1ccccc1F (configuration not stated) do in these assays?
SMN2 splice up: 18.1%; GoLoco inh red: 10.5%; ALDH1A1 inh: 2.2%; GAA inh: -3.3%; JMJD2E inh: -8.4%; GAA glycogen mod: -0.6%; GLA spleen mod: 2.8%; aGlu spleen mod: 4.7%

How did COc1ccc(/C=N/n2cnnc2)cc1COc1ccccn1 do in these assays?
SMN2 splice up: 8.1%; GoLoco inh red: -9.1%; ALDH1A1 inh: 2.5%; GAA inh: 2.7%; JMJD2E inh: -5.5%; GAA glycogen mod: 7.5%; GLA spleen mod: -6.3%; aGlu spleen mod: -7.9%

How did O=C(NC(=S)N1CCc2ccccc21)c1ccccc1 do in these assays?
ALDH1A1 inh: -10.0%; GAA inh: inconclusive; JMJD2E inh: 1.3%; GAA glycogen mod: -19.6%; GLA spleen mod: 1.4%; aGlu spleen mod: -2.6%

Results for O=C(OCc1nnc(-c2ccccc2)o1)c1ccc2c(c1)OCO2 ?
SMN2 splice up: -1.6%; GoLoco inh red: -17.3%; ALDH1A1 inh: -2.2%; GAA inh: inconclusive; JMJD2E inh: inconclusive; GAA glycogen mod: inconclusive; GLA spleen mod: -1.9%; aGlu spleen mod: -4.0%
